Assay outcomes (PubChem)
KLF5 inhibitor: KLF5 expression inhibitors, primary screen, DLD-1 cells, luminescence. 290,000 compounds, 0.23% hits. DLD-1 KLF5 promoter-luciferase reporter. inhibition, % at 5 µM;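 active means inhibition above a per-plate limit of that plate's mean compound inhibition plus 3 SD, cut at about 60% in these data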;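 further: 0% = DMSO wells and 100% = LY294002 at 200 µM; higher means less KLF5 promoter-driven luciferase light; inactives centre near -14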
HSF-1 act: HSF-1 activators, primary screen, NIH3T3-HGL cells, MG132 stress, luminescence, single point; NIH3T3-HGL HSF-1 luciferase reporter, 8 h; 100% = twice DMSO control signal; 300,000 compounds, 1.7% hits; activation, % at 9 µM;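 active means mean replicate activation of at least 50% with a set share of replicates each reaching 50%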;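 further: 0% = median of the neutral control wells and 100% = twice that signal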
HSF1 inhib: HSF1 inhibitors in luciferase reporter cells, primary screen, cell-based, NIH3T3, luminescence. NIH3T3-HGL HSE-luciferase, MG132-induced, luminescence 8 h; hits give low values. activity change, negative = inhibition, % at 7.5 µM (by protocol). 300,000 compounds, 0.77% hits. AID 2098, 2009;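 active means more than half of replicate wells show activity change below -50%, luminescence cut by over half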;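 further: luciferase reports HSF-1 transcriptional activity via heat shock element; 0% = median of DMSO wells and -100% = zero luminescence signal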
SKKanGAS inh: S. pyogenes SKKanGAS growth inhibitors in kanamycin, primary screen, streptokinase expression inhibitor project, SKKanGAS strain, BacTiter-Glo luminescence; 300,000 compounds, 1.3% hits; 6 h; inhibition, % at 7.5 µM;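 active means mean replicate score, as percent of positive control median, at least 50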;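 further: strain carries kanamycin resistance gene driven by streptokinase promoter and grows in 40 µg/ml kanamycin; loss of luminescence reflects streptokinase promoter inhibition or plain growth inhibition; 0% = median of DMSO wells and 100% = positive control at its reference dose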
IEC-6 tox: cytotoxicity in IEC-6 intestinal epithelial cells, primary screen, cytotoxicity control for KLF5 inhibitor project, cell-based, luminescence | 290,000 compounds, 0.78% hits | IEC-6 cytotoxicity, luminescence viability | AID 1825, 2009 | inhibition, % at 5 µM; in the data active means inhibition above about 22%;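 further: 0% = plate median of test compound wells and 100% = cytotoxic reference compound wells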
Platelet DG rel: inhibitors of platelet dense granule secretion, primary screen, cell-based, MLPCN, human platelets | inhibition, %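 (compounds screened at 7.5 µM in platelet-rich plasma)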 | AID 1663, 2009 | 300,000 compounds, 0.22% hits | human platelet-rich plasma, SFLLRN dense granule ATP release, luminescence;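 active means mean replicate score, as percent of positive control, at or above 50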
AI-2 QS modul: Vibrio harveyi AI-2 quorum sensing modulators, primary screen, JMH597 strain, luminescence/OD600 ratio. Vibrio harveyi JMH597 AI-2 luminescence/OD600 ratio, 9 h; hits give low values; strain lacks LuxN and CqsS sensors; 0 = neutral-control median. activity change, % at 7.5 µM. 300,000 compounds, 0.4% hits; in the data active means activity change below about -75%, passing the limit was not always enough;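 further: luminescence divided by OD600 gain over 9 h not by final OD600 alone; inactives centre near 13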
HIF activator: HIF pathway transcriptional activators, primary screen, cell-based, U2OS HRE-luciferase, luminescence; 300,000 compounds, 0.32% hits; activation, % at 7.5 µM (by protocol); U2OS HRE-luciferase reporter; normalized: DMSO 0%, desferrioxamine 100%;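 active means mean activation of at least 10% of the iron chelator positive control signal, with at least half of replicates also reaching 10%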
HSP90 refold inh: HSP90 inhibitors, primary screen, cell lysate, luminescence | Heat shock protein HSP 90 (rabbit reticulocyte lysate; luciferase refolding) | Rabbit reticulocyte lysate, luciferase refolding luminescence, 3 h | inhibition, % at 5.6 µM | 290,000 compounds, 0.91% hits | AID 1789, 2009;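 active means inhibition above the screen-wide mean plus 3 SD, computed separately per campaign, cut at about 16% in these data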;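 further: 0% = DMSO wells and 100% = 60 µM geldanamycin wells; inhibitors lower the luminescence because luciferase stays unfolded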
aSyn 5UTR inh: MLPCN primary screen, SNCA 5' untranslated region; alpha-synuclein 5'UTR reporter, inhibitor activity; inhibition, % (tested at 7.5 µM); 300,000 compounds, 0.82% hits; in the data active means inhibition above about 60%;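 further: H4 neuroglioblastoma cells stably carrying SNCA 5'UTR luciferase fusion; 0% = DMSO wells and 100% = positive control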
Active calls of the source: *; nt = not tested or not shown; & = joins results of further samples. Rows were taken by chance, and some 6% of all compounds hit somewhere here.

Value order: KLF5 inhibitor | HSF-1 act | HSF1 inhib | SKKanGAS inh | IEC-6 tox | Platelet DG rel | AI-2 QS modul | HIF activator | HSP90 refold inh | aSyn 5UTR inh
1	Cc1nn(-c2ccccc2)c(C)c1/C=N/NC(=O)c1cc(O)cc(O)c1
→ -28 | 0 | -6 | 1 | 1 | -18 | 16 | -0.3 | -1 | 13
2	CCN(CC)c1cc(C)c2cc(NC(=O)c3ccccc3OC)ccc2n1
→ 0 | -8 | 0 | -4 | 7 | -1 | 8 | 1.6 | -1 | -75
3	CC(=O)Nc1ccc(S(=O)(=O)N2CCc3ccccc3C2)cc1
→ -1 | -7 | 5 | -4 | -2 | -1 | 0 | -0.5 | -2 | 6
4	COc1cccc(CNC(=O)C2CCC(CNS(=O)(=O)c3cccc4nsnc34)CC2)c1 (configuration not stated)
→ -8 | 0 | -7 | -4 | 2 | 1 | -17 | -0.2 | -1 | 17
5	CCn1c(SCC(=O)Nc2nc(C)cs2)nnc1-c1ccoc1C
→ -2 | 14 | 1 | 1 | 2 | -6 | -1 | 1.6 | 4 | -5
6	C(=N\n1cnnc1)/c1cccc2ccccc12
→ -5 | -11 | 2 | -7 | -1 | 8 | 23 | 1.2 | -3 | 8
7	Cc1ccc(OCC(=O)NS(=O)(=O)c2ccccc2)cc1
→ -20 | 19 | -1 | -11 | 0 | 6 | 20 | 0.3 | 0 | -1
8	COc1ccc(C(=O)N[C@H](C(=O)Nc2sccc2C(N)=O)C(C)C)cc1
→ 3 | 3 | -2 | -4 | -13 | 11 | 1 | -0.5 | -3 | 2
9	O=C(NCCN1CCCC1)C1COc2ccccc2O1 (configuration not stated)
→ -17 | -2 | -5 | -8 | 5 | 3 | 35 | 0.4 | -2 | -5
10	O=[N+]([O-])c1cc(C(F)(F)F)cc([N+](=O)[O-])c1NCCNC(=S)Nc1ccc(Cl)c(Cl)c1
→ -21 | 30 | 15 | 102* | 3 | 2 | 22 | -0.2 | 3 | 18
11	COc1ccc(S(=O)(=O)N2CCN(CCC(=O)Nc3ccccc3F)CC2)cc1
→ -6 | 22 | 5 | -4 | 5 | -9 | 1 | -1.0 | 7 | 18
12	Cc1ccc(CNCc2cc3c(C(C)(C)C)nn(-c4ccccc4)c3[nH]c2=O)cc1
→ -17 | -19 | -3 | -1 | 2 | 4 | 5 | -0.6 | -2 | 40
13	C(=N/N1CCN(c2ccccc2)CC1)/c1cccs1
→ -23 | nt | nt | -6 | -8 | -9 | 16 | nt | -3 | nt
14	O=C(O)c1ccc(NS(=O)(=O)c2cc(Cl)ccc2Cl)cc1
→ -13 | -10 | 5 | 5 | 0 | -17 | 49 | -0.4 | -1 | 3
15	CCN(CC(=O)Nc1ccccc1OC)C(=O)c1cc(-c2ccccc2)nn1-c1ccccc1
→ nt | -2 | 4 | 3 | nt | -1 | 23 | 0.2 | nt | -4
16	COc1ccc(NC(=O)C2CC2)cc1-n1cnnn1
→ -25 | -76 | -72* | -4 | -5 | 7 | 4 | 0.1 | 2 | 3
17	CCOC(=O)N1CCC(=C2c3ccc(Cl)cc3CCc3cccnc32)CC1
→ 12&-6 | 1 | 9 | 13 | nt | -9 | 12 | -0.5 | 4&4 | -8
18	Cc1ccc(N=C2c3ccccc3C(=O)C2[N+](=O)[O-])cc1C (configuration not stated)
→ -9 | 24 | 9 | 2 | -7 | 21 | 7 | 1.0 | -2 | -110
19	CC(C)(C)n1nc(-c2ccc(F)cc2)c2c(N)ncnc21
→ -41 | -35 | -33 | -12 | -2 | -9 | 2 | 0.0 | -4 | 71*
20	O=S(=O)(NCCC1CC1(Cl)Cl)c1ccccc1 (configuration not stated)
→ 32 | 2 | -8 | -3 | -3 | 0 | 8 | 0.0 | -2 | 3
21	Cc1onc(C(=O)NC(C)c2ccccc2)c1[N+](=O)[O-] (configuration not stated)
→ 0 | 6 | 1 | -3 | 9 | 1 | 14 | 0.3 | -2 | 19
22	CCOC(=O)N1CCC(N2CCN(S(=O)(=O)c3ccc(C)cc3)CC2)CC1
→ 1 | 3 | -11 | 0 | -4 | -4 | 16 | -0.4 | 2 | 13
23	Cc1ccc(S(=O)(=O)Nc2ccc3c(c2)n(C)c(=O)n3C)cc1
→ -19 | 24 | 0 | 1 | 8 | 4 | 0 | -0.1 | -5 | -44
24	Cc1ccc2c(c1)nnn2C1CCN(CC(=O)Nc2ccc3c(c2)OCCO3)CC1
→ -30 | -18 | -11 | 7 | 2 | 2 | -7 | -0.5 | 0 | 34
25	O=C(NCC1CCCO1)C1CCN(S(=O)(=O)Cc2ccccc2)CC1 (configuration not stated)
→ -18 | -19 | -2 | 9 | 4 | 3 | 10 | -0.2 | -4 | 15
26	CCCc1cc(=O)oc2cc(OCC(=O)N(C)C)c(Cl)cc12
→ 25 | -20 | 3 | -3 | 7 | 35 | 7 | -0.4 | 0 | 8
27	O=C1C2C3C=CC(C4CC34)C2C(=O)N1/N=C/c1ccc([N+](=O)[O-])o1 (configuration not stated)
→ -8 | 33 | 26 | 7 | -2 | 1 | 1 | 0.2 | 0 | -39
28	COc1ccccc1NCC(=O)c1ccc(C)c(C)c1
→ -22 | 5 | -2 | -3 | -7 | 8 | 28 | 0.8 | 1 | -13
29	C=C(C)c1ccc(C(C)(C)NC(=O)N(Cc2ccccc2)Cc2ccco2)cc1
→ -11 | -2 | -1 | 4 | 2 | 10 | 25 | -0.5 | 3 | -3
30	CCOc1cccc(/C(O)=C2/C(=O)C(=O)N(CCOC)C2c2ccco2)c1 (configuration not stated)
→ -1 | -2 | 7 | 6 | -3 | -2 | 29 | 1.0 | -2 | -15
31	Oc1ccc(/C=N/Nc2nc(N3CCCCCC3)nc(N3CCCCCC3)n2)c(O)c1
→ -11 | 12 | -8 | 112* | 0 | -3 | 15 | 0.5 | 0 | 21
32	CCCCn1c(SCC(=O)Nc2cc(C)on2)nc2ccsc2c1=O
→ 2 | 10 | 3 | -2 | 3 | 9 | 7 | -0.3 | 5 | 17
33	Cc1cc(NC(=O)CSc2nc3cc(C)c(C)cc3cc2C)no1
→ 8 | -17 | -7 | -4 | 0 | -2 | 16 | -1.0 | -6 | -13
34	CN(C)S(=O)(=O)c1ccc(NC(=O)c2cc(-c3cccs3)nc3ccccc23)cc1
→ -9 | -22 | -21 | 13 | 2 | 6 | 1 | -0.5 | 0 | 12
35	CCOC(=O)c1c2ccccc2[n+]([O-])n1CCO
→ nt | -3 | -3 | -5 | nt | -4 | 2 | 0.9 | nt | 4
36	O=C(Cc1cccc2ccccc12)N1CCN(c2ncccn2)CC1
→ -7 | 4 | 2 | 3 | -3 | 1 | 5 | -0.3 | 0 | 32
37	O=C(CCC(=O)c1ccc(Oc2ccccc2)cc1)Nc1cccc(Cl)c1Cl
→ -2 | 2 | 9 | -21 | 1 | 2 | 5 | -0.4 | 2 | 0
38	C/C(=N/Nc1nc(-c2ccc(Cl)cc2)cs1)c1cccs1
→ -35 | -11 | -8 | -1 | 1 | 2 | 20 | 0.0 | 3 | -75
39	CCCCOc1ccc(CSCCN)cc1Cl
→ 41 | 18 | 1 | 6 | 3 | -1 | 18 | -1.7 | 1 | 0
40	Cc1ccc(OCc2cc(C(=O)NC(C)Cc3cccnc3)no2)cc1C (configuration not stated)
→ -135 | 8 | 18 | -3 | 3 | 8 | 38 | 4.0 | -5 | -82
41	CCNC(=S)NNC(=O)Nc1ccccc1
→ -4 | 9 | -6 | -3 | 1 | -6 | 16 | -0.2 | -3 | 29
42	COc1ccc(N(Cc2cc(=O)[nH]c3ccccc23)C(=O)CCl)cc1
→ -19 | 15 | 1 | -2 | 6 | -2 | 3 | -8.5 | -2 | 12
43	Cc1cccc(C)c1NC1=C(Cl)C(=O)OC1OC(C)C (configuration not stated)
→ 6 | -11 | -5 | 0 | 0 | -6 | 18 | -0.1 | 5 | 8
44	Cc1noc(C)c1COc1ccccc1C(=O)NC1CCC(C)CC1 (configuration not stated)
→ 13 | 32 | 20 | -2 | -4 | 5 | 13 | 0.4 | 2 | -1
45	CCCC(=O)Nc1c(C(=O)OCC)oc2ccccc12
→ -11 | 1 | 4 | 1 | -1 | 5 | 1 | -0.8 | -1 | 10
46	Cc1c(OCC(=O)OC(C)C)ccc2c3c(c(=O)oc12)CCC3
→ -8 | 6 | 7 | 1 | -2 | -4 | 12 | 0.9 | -6 | -37
47	CC(C)(C)Sc1ccccc1S(=O)(=O)C(C)(C)C
→ -27 | 9 | 4 | 8 | -4 | 5 | 8 | 2.6 | 1 | 0
48	O=C(Nc1cccn(Cc2c(Cl)cccc2Cl)c1=O)c1ccc(Cl)cc1
→ -19 | -2 | 3 | 17 | -2 | 17 | 10 | 0.3 | -1 | -57
49	CN1CCN(C(=O)c2cccn(Cc3cccc(Cl)c3)c2=O)CC1
→ -13 | 2 | 2 | 1 | 7 | 0 | 2 | 1.0 | 3 | 5
50	Cc1cccc(C)c1NC(=O)CN1N=NC2C(=O)N(c3cccc(Cl)c3)C(=O)C21 (configuration not stated)
→ -24 | 26 | -4 | -2 | 4 | 2 | 37 | -0.1 | 1 | -2

(next part)
Value order: KLF5 inhibitor | HSF-1 act | HSF1 inhib | SKKanGAS inh | IEC-6 tox | Platelet DG rel | AI-2 QS modul | HIF activator | HSP90 refold inh | aSyn 5UTR inh
51	Cc1ccc(N=c2c([N+](=O)[O-])nn(-c3ccc4c(c3)OCCO4)n2O)cc1F
→ -4 | -84 | -79* | 20 | -5 | 3 | 11 | -1.9 | 2 | 47
52	COc1ccc(C(=S)N2CCCCCC2)cc1
→ -16 | 6 | 2 | 1 | 0 | 1 | 16 | -0.6 | 2 | -11
53	c1ccc(CNc2ncnc3c2ncn3C2CCCCO2)cc1 (configuration not stated)
→ -130 | 40 | 20 | -8 | -3 | -8 | 12 | 2.5 | 0 | -104
54	CSc1nnc(-c2cccs2)n1-c1ccccc1
→ -27 | 17 | -5 | -3 | -3 | 0 | 4 | -0.3 | -1 | 21
55	COc1ccc(OC)c(NC(=O)c2cn(C)c(=O)c3cc(OC)c(OC)cc23)c1
→ -31 | -9 | -4 | -4 | 3 | 0 | 35 | 0.4 | 4 | -12
56	COc1ccc(CC(=O)NCCc2ccc(OC)c(OC)c2)cc1
→ -9 | -15 | 1 | 0 | 4 | -5 | 1 | -0.1 | -4 | 1
57	COc1ccc(-n2nnc3c(=O)n(CC(=O)NCC4CCCO4)cnc32)cc1 (configuration not stated)
→ 2 | 7 | -5 | -2 | 3 | 1 | 19 | 0.4 | -3 | 18
58	COc1ccc(C2NC(=O)c3ccccc3N2)cc1 (configuration not stated)
→ -62 | 74* | 46 | 0 | 6 | -2 | 12 | 2.6 | 0 | -71
59	N#Cc1ccc(Oc2ncccn2)cc1
→ nt | -9 | -10 | 5 | nt | 6 | 10 | -0.3 | nt | 0
